# Assay outcomes from PubChem.
# HTR5A inv ctr: counter-screen for OPRM1-OPRD1 inverse agonists: human HTR5A inverse agonism. 340,000 tested, 0.083% active. P47898. inhibition, % at 9.3 µM. HTR5A cell line, luminescence; in the data active = inhibition mostly above about 23%, no sharp cut-off; inactive = mostly below about 18%;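 note: 0% = cells with DMSO and 100% = no-cell wells with DMSO; some compounds called inactive have numbers as strong as hits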
# Target sequence (P47898 whole entry, looked up): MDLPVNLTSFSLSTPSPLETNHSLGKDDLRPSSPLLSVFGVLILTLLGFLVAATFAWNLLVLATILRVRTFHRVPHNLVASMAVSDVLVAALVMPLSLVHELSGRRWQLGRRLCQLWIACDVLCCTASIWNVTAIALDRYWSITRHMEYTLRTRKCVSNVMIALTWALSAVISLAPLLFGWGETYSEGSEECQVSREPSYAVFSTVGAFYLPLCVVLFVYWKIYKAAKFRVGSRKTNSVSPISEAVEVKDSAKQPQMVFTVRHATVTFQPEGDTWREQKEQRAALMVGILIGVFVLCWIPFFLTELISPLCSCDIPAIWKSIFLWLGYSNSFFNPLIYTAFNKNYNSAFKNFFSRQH
# OPRM1-OPRD1 ag: agonists of human mu-delta opioid receptor heterodimerization | 340,000 tested, 0.3% active | activation, % at 9.3 µM | P35372+P41143 | cells, OPRM1-OPRD1 heterodimerization, luminescence; in the data active = activation above about 18%;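 note: 0% = vehicle-treated cells and 100% = reference agonist; values of inactives mirror those of a sister screen read the other way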
# OPRM1-OPRD1 inv: inverse agonists of human mu-delta opioid receptor heterodimerization. 340,000 tested, 0.21% active. cell-based MOR-DOR heterodimer luminescence, inverse agonism. inhibition, % at 9.3 µM; in the data active = inhibition above about 22%, passing the limit was not always enough;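 note: 0% = cells with DMSO and 100% = wells without cells with DMSO; values of inactives mirror those of a sister screen read the other way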
# HTR5A ag: HTR5A agonism, opioid heterodimer counter-screen; P47898; HTR5A agonist assay, luminescence, cell-based; activation, % at 9.3 µM; 340,000 tested, 0.61% active; in the data active = activation mostly above about 9.5%, no sharp cut-off; inactive = mostly below about 7.6%;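 note: 0% = cells with vehicle only and 100% = reference agonist; strong numbers were not always called active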
# RTF Ca sens act: increases calcium sensitivity of human cardiac regulated thin filaments. P19429+P45379. IANBD-labeled TnC RTF fluorescence at EC20 calcium; 0% EC20 calcium, 100% full calcium. activation, % at 7.2 µM. 340,000 tested, 0.24% active. AID 493008;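 active = activation above the mean over all tested compounds plus 3 SD, cut at about 30% in these data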;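 note: rise in fluorescence read as greater calcium sensitivity of cardiac thin filaments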
# V-ATPase pH: alters yeast V-ATPase proton transport; response, % at 10 µM; AID 504577; 350,000 tested, 0.37% active; S. cerevisiae, pHLuorin cytosolic pH fluorescence; in the data active = response mostly above about 7.3%, no sharp cut-off; inactive = mostly below about 5.4%; note: actives read high; inactives centre near 0; some compounds called inactive have numbers as strong as hits; reference of the scale not given here
# LANA DNA inh: KSHV C-LANA DNA binding inhibition; MBP-C-LANA/FAM-LBS DNA binding, fluorescence polarization; AID 504423; 340,000 tested, 0.078% active; inhibition, % at 9 µM;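 active = highest replicate inhibition at or above 60% at 9 µM, even if other replicates fall short; inactive = all replicates below 60% inhibition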;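 note: 0% = neutral control wells and 100% = 4 µM acridine orange control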
# Keap1 Nrf2 FP: inhibitors of human Keap1-Nrf2 protein-protein interaction; Q14145; Keap1 Kelch-Nrf2 peptide fluorescence polarization, 1536-well; inhibition, % at 9.4 µM; 340,000 tested, 0.15% active; AID 504523; in the data active = inhibition above about 12%;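 note: human Keap1 Kelch domain with fluorescein labeled Nrf2 9mer peptide probe; 0% = neutral control wells and 100% = peptide positive control; higher means more block of Keap1 binding to Nrf2 peptide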
# Target sequence (Q14145 whole entry, looked up, the tested form may be a part): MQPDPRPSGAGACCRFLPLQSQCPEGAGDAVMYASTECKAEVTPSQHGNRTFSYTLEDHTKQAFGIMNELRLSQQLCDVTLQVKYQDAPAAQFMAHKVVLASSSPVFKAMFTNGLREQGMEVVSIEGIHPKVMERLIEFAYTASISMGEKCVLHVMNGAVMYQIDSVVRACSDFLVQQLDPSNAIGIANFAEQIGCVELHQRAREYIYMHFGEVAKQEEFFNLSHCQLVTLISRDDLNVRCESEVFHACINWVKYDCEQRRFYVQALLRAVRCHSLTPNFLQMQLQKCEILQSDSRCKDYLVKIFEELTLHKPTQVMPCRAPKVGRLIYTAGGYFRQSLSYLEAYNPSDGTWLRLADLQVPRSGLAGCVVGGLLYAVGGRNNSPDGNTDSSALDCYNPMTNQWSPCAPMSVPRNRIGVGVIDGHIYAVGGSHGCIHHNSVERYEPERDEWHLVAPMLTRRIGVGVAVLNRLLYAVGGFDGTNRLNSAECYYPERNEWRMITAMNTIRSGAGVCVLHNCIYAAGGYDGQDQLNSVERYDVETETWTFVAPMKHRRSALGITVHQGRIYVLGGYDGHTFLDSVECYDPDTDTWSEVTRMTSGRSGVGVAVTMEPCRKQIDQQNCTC
# CAL-PDZ inh HTS: blocks peptide binding to the human CAL PDZ domain; AID 602252; 300,000 tested, 0.92% active; Q9HD26; purified CAL PDZ, TMR-peptide fluorescence polarization, 1 h; inhibition, % at 24.9 µM;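 active = mean inhibition of at least 30% with at least half of replicates also reaching 30%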;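 note: 0% = DMSO neutral control and 100% = excess unlabeled competitor peptide PRC23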
# Cardiac RTF inh: cardiac RTF calcium desensitization; AID 493244; 340,000 tested, 0.12% active; inhibition, % at 7.15 µM; IANBD-labeled cardiac RTF, Ca2+ fluorescence; P19429+P45379;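 active = inhibition above the mean inhibition of all tested compounds plus 3 SD, cut at about 17% in these data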;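 note: assay run at fixed EC70 calcium of 1.6 mM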
# * marks the source's active call; other numbers are inactive results; . = not tested or not shown.
SMILES	Cardiac RTF inh	Keap1 Nrf2 FP	HTR5A ag	HTR5A inv ctr	V-ATPase pH	OPRM1-OPRD1 ag	LANA DNA inh	OPRM1-OPRD1 inv	RTF Ca sens act	CAL-PDZ inh HTS
COc1ccc2c(c1OC)C(=O)OC2Nc1ccccn1 (configuration not stated)	-20.4	-0.3	0.1	-0.4	-3.0	-1.5	-0.2	8.4	4.2	0.2
Cc1nnc(Sc2c(N)n(C)c(=O)[nH]c2=O)s1	-5.3	3.4	-1.4	-14.0	-2.0	-2.6	1.1	13.3	1.4	.
COc1ccc(CCN(C)C(=O)CNC(=O)Cc2cccc3ccccc23)cc1OC	0.6	0.7	9.5	-22.9	1.6	-4.5	-1.6	22.9	-1.3	-7.4
COc1ccc(/C=C2\SC(=O)N(CC(=O)NN3CCN(C)CC3)C2=O)cc1OC	4.6	0.3	-1.1	23.2	-0.3	-1.1	-0.9	5.5	-0.3	-5.3
CC12CCC(C(=O)O)(c3nc(C#N)c(C#N)nc31)C2(C)C (configuration not stated)	-8.6	-0.6	-4.7	15.1	7.8	-1.3	-0.2	6.9	-4.5	.
COc1ccccc1CNC(=O)COC(=O)Cc1ccc(Br)cc1	1.6	0.2	-2.2	7.8	0.1	-1.3	-1.3	6.8	-0.7	.
COc1ccccc1C(=O)COC(=O)c1cnc(C)cn1	-3.1	-6.1	3.9	-10.1	-1.8	3.2	1.5	-20.8	10.3	-2.5
O=C(Cc1cccs1)Nc1cccnc1	-0.6	-1.2	-5.3	-9.6	-1.4	0.0	0.6	0.2	1.7	-4.3
CCn1c(=O)c(C(=O)NCc2ccc(OC)cc2)c(O)c2ccccc21	-0.4	-1.6	-6.0	-3.0	-1.0	0.1	-0.4	-0.6	-5.9	-3.3
COc1cc([N+](=O)[O-])ccc1NC(=O)NCc1ccco1	2.4	1.8	1.5	-1.3	-1.4	-0.9	-0.8	4.8	-0.1	-5.7
O=C(NCc1cccnc1)C(=O)Nc1ccc([N+](=O)[O-])cc1	-3.0	-2.9	1.1	-2.8	2.6	-1.7	0.8	8.3	-3.2	-2.9
CC1(C)CC(NC(=O)c2ccc(Cl)cc2Cl)CC(C)(C)N1	-10.3	-7.3	0.5	-1.6	0.3	-2.2	-0.7	10.8	3.4	1.1
Cc1ccccc1NC(=O)C1CC(=O)OC12CCOC(C)(C)C2 (configuration not stated)	-2.7	1.1	-2.2	-5.2	3.3	-1.0	-0.1	4.7	-3.4	0.4
O=C(NCCCc1ccccc1)c1ccc(F)cc1	-10.5	-3.0	5.4	-20.4	-3.2	-1.1	0.2	5.7	1.4	19.4
Cn1cnnc1SCC(=O)NNC(=O)c1ccc([N+](=O)[O-])cc1	1.3	-1.7	-3.4	14.0	2.4	-0.8	1.0	4.4	-4.7	-2.7
CC(=O)C1=NN(c2ccccc2)C(c2ccc3c(c2)OCO3)N1c1ccc(N2CCOCC2)cc1 (configuration not stated)	-0.1	-1.1	2.8	7.0	0.0	-3.9	0.0	17.5	1.6	-0.8
COc1cc(Br)cc(-c2nc3c(c(=O)[nH]c(=O)n3Cc3ccccc3)n2C)c1O	-7.0	7.7	-1.7	5.2	-0.6	-2.0	-0.5	10.0	0.8	-1.0
CN(CCc1ccccn1)C(=O)c1cc(COc2ccc(F)cc2F)on1	-2.6	-3.8	0.2	10.8	-1.7	-1.7	-0.7	9.2	-6.6	0.6
O=C(NNC(=O)c1cccc(O)c1)Nc1ccc([N+](=O)[O-])cc1	7.3	0.0	0.4	18.6	-0.9	-3.5	-0.1	16.6	0.4	-4.1
Cc1cc(C)c(S(=O)(=O)N2CC=C(c3ccccc3)CC2)c(C)c1	-9.2	-0.1	-3.7	17.1	-0.7	0.9	2.0	-5.7	-9.6	-6.1
Cc1ccnc(NC(=O)CCC(=O)N(CC(=O)NC(C)(C)C)Cc2ccc3c(c2)OCO3)c1	5.5	1.6	3.6	-9.6	3.9	-0.2	-1.2	1.9	-5.2	.
COc1cccc(CC2(CO)CCCN(Cc3cn[nH]c3-c3cc(C)ccc3C)C2)c1 (configuration not stated)	-5.9	6.6	4.2	-15.7	-1.4	-0.5	3.4	2.4	1.0	.
Cc1nn(CC(=O)N2CCc3ccccc3C2)c(C)c1[N+](=O)[O-]	-8.2	-0.1	6.2	-17.7	-2.4	-0.4	-0.9	2.0	0.6	-4.3
Cc1cc(-c2ccccc2)nc2c(Br)c(=O)[nH]n12	0.6	-0.6	1.0	-11.9	-0.4	-2.2	-1.0	11.4	-3.7	-1.5
CCOC(=O)C1(CCCc2ccccc2)CCN(C(=O)[C@@H]2C[C@@H](C)NC(=S)N2)CC1	-7.6	-2.8	5.8	-4.0	1.3	-3.9	-0.8	18.2	1.5	-1.1
CCN1CCN(c2cc(C)c3cc(NC(=O)Cc4ccccc4OC)ccc3n2)CC1	-13.6	3.0	-5.4	14.4	-0.6	-1.8	1.5	10.8	-1.4	-2.2
CC(C)c1ccc(C(=O)OCC(=O)c2c(N)n(C)c(=O)n(C)c2=O)cc1	-4.6	-6.7	0.7	-2.7	-1.2	0.0	-0.3	-0.1	-3.0	.
Cc1cc(C)cc(NC(=S)NCc2cccnc2)c1	-9.8	-2.3	1.0	-3.6	0.8	-3.6	1.4	18.9	-1.9	-4.4
O=C(COc1ccccc1Cl)NC(=S)Nc1cccc(NC(=O)c2ccccc2Cl)c1	2.0	-3.7	-6.0	14.0	-0.2	0.2	-0.5	-1.4	3.2	-1.7
CC(NC(=O)N1CCOCC1)c1ccccc1 (configuration not stated)	-3.8	0.3	-2.7	10.1	2.5	-2.3	-0.1	10.9	1.0	-1.7
COC(=O)c1ccccc1NC(=O)NCCc1ccccc1OC	2.6	-4.2	-3.5	22.0	1.5	0.8	-1.8	-4.0	3.4	.
CCN1C[C@@H]2[C@@H]3C(=O)N(Cc4ccccc4)C(=O)[C@@H]3[C@](Cc3ccccc3)(C(=O)OC)N2C1=NCc1ccccc1	3.4	-0.6	2.6	-9.1	0.0	-1.0	0.0	4.8	1.1	-3.9
COc1cc(C2c3cc(O)c(OC)cc3CC(C(=O)O)C2CO)ccc1O (configuration not stated)	3.3	1.6	0.1	-0.3	3.2	-0.6	1.1	3.1	-5.2	.
COc1ccc(S(=O)(=O)Nc2ccc(OCC(=O)O)cc2)c2ccccc12	1.3	2.3	-1.5	5.2	-0.2	-4.3	-0.3	19.4	-1.3	13.7
CC1CC(NS(=O)(=O)c2cc3c4c(c2)CCN4C(=O)CC3)CC(C)(C)C1 (configuration not stated)	-4.6	-5.2	-4.7	14.3	1.9	-0.8	0.2	5.0	4.6	-1.2
Cc1c(Cl)c([N+](=O)[O-])nn1CCCC(=O)NCCc1ccccc1	-6.0	1.2	3.1	12.3	-4.5	-2.5	-0.5	12.9	-0.7	2.3
CC(C)NC(=O)NS(=O)(=O)c1cnccc1N1CCCCC1	-8.5	-3.4	-3.3	-3.2	1.3	-2.2	-0.9	9.3	4.2	-5.4
COc1ccc(CCNC(=O)c2ccc3c(=O)n(Cc4ccco4)c(=S)[nH]c3c2)cc1OC	-3.4	-3.7	-7.5	-6.4	-1.5	-1.9	-0.1	11.3	3.5	29.3
NNC(=O)C1COc2cc3ccccc3cc2O1 (configuration not stated)	1.0	-1.9	8.2	-30.3	-1.6	0.1	-0.2	-0.6	6.6	.
COc1cccc(CNC(=O)c2cc(S(=O)(=O)N3CCOCC3)cn2C)c1	0.0	2.7	1.7	-5.2	6.1	-1.4	0.5	8.4	3.0	-0.6
COc1cc(C2C3=C(CC(c4ccco4)CC3=O)Nc3ccccc3N2C(C)=O)cc(OC)c1OC (configuration not stated)	7.2	-1.5	3.7	-4.6	-2.7	-1.1	2.2	6.1	-0.4	-4.7
O=C(O)c1cnc(-c2ccccc2)nc1Oc1ccccc1	9.1	-5.1	-3.1	-5.1	-0.8	-2.3	-1.4	11.0	-3.0	-0.7
CCCCNc1oc(-c2ccc(OC)cc2)nc1S(=O)(=O)c1ccccc1	1.4	-5.9	-2.2	-0.6	2.1	-3.2	0.8	17.3	-6.7	-2.3
O=S(=O)(c1cc(C(F)(F)F)ccc1Cl)N1CCN(c2ccccn2)CC1	-8.5	-6.2	0.7	-2.7	0.9	2.1	0.1	-11.1	8.1	-0.2
CC1=C(C(=O)OCC2CCCO2)C(c2ccc(F)cc2)NC(=O)N1 (configuration not stated)	-19.1	-1.2	3.4	-9.7	-2.3	-2.2	-1.0	12.7	-1.1	-6.1
CC(=O)Nc1ccc(NC(=O)COC(=O)c2ccc(Cl)nc2)cc1	-18.7	-4.7	-1.2	-10.9	1.1	-0.8	0.5	5.5	-3.4	-1.8
CCOC(=O)N1CCN(C(=O)CSc2ccc3nnc(-c4ccncc4)n3n2)CC1	-1.7	0.3	4.2	-11.6	-6.8	-0.5	5.7	2.5	2.2	-0.1
CCOc1cc(S(=O)(=O)N2CCOCC2)ccc1F	-4.4	3.3	2.9	-8.5	-0.8	-0.9	-2.4	5.1	5.1	-2.3
C/C(=N\NC(=O)c1ccc(NS(=O)(=O)c2cccs2)cc1)c1ccc(O)cc1O	-1.9	-2.3	2.3	-19.3	0.3	0.7	0.3	-3.6	0.4	-1.9
Cc1csc(CNc2ncnc3ccc(-c4ccc5c(c4)OCCO5)cc23)c1	5.8	-0.3	-4.3	-18.7	-2.4	-2.4	-1.0	13.4	3.7	-3.9
O=C(CCS(=O)(=O)c1ccccc1)Nc1ccccc1N1CCOCC1	-1.7	-2.9	0.5	22.5	0.7	-1.5	0.1	7.1	3.5	1.4
